# Source: PubChem BioAssay
# Furin inhibitor: human furin inhibition. P09958. purified furin, fluorogenic substrate cleavage. inhibition, % at 30 µM. 220,000 compounds, 0.061% hits. AID 463115; in the data active means inhibition above about 25%; further: inactives centre near -15
# KLK5 inh: kallikrein 5 (human) inhibition; Q9Y337; recombinant hK5, fluorogenic AMC substrate cleavage; inhibition, % at 5 µM; 210,000 compounds, 0.59% hits; AID 873;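 active means inhibition of 40% or more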;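 further: 0% = enzyme controls without compound and 100% = no-enzyme blanks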
# EBV gp42 block: inhibitors of Epstein-Barr virus glycoprotein 42. Fluorescence polarization binding assay, mP read-out. AID 1085. Q1HVG2. 220,000 compounds, 0.42% hits. inhibition, % (tested at 21.74 µM); in the data active means inhibition above about 50%
# eIF4E 4G PPI: inhibitors of eIF4E and eIF4G interaction in translation initiation | P63073+Q04637 | TR-FRET eIF4E-eIF4GI(517-606) binding, 2 h | inhibition, % at 21.7 µM | 220,000 compounds, 0.37% hits;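 further: 0% = full FRET control wells and 100% = background wells lacking eIF4GI fragment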
# Rad51 HR inh: blocks human Rad51 in homologous recombination; Q06609; hRad51 DNA strand exchange, fluorescence dequenching; 200,000 compounds, 0.085% hits; inhibition, % at 10 µM;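 active means inhibition above 40% at the single screening dose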;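 further: 0% = DMSO control wells and 100% = blanks with heterologous ssDNA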
# Target sequence (Q06609 whole entry, looked up): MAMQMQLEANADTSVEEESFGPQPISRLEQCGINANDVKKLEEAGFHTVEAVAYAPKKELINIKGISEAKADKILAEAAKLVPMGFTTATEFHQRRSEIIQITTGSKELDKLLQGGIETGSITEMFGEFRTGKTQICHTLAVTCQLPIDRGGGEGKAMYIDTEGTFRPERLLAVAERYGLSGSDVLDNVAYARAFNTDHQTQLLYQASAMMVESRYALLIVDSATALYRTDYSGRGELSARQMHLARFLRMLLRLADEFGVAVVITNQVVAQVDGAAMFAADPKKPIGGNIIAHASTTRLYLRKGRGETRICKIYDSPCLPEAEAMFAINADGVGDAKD
#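 Material: Human Rad51 nucleoprotein filaments preassembled on unlabelled ssDNA | Also added: Labelled 47-mer dsDNA for strand exchange | Dosing: Single dose, 10 µM final compound | Schedule: 30-min compound preincubation and 15-min exchange, both room temperature | Technique: Fluorescence dequenching at 485/520 nm | Measure: Percent inhibition relative to plate controls and blanks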
# 14-3-3 Bad inh: disrupts binding of bovine 14-3-3 zeta to phospho-Bad peptide. TR-FRET 14-3-3zeta/Dy647-pBad peptide displacement, 1 h. P63103. 220,000 compounds, 0.71% hits. inhibition, % at 21.7 µM;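 active means inhibition above about 70%, limit read from the data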;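 further: 0% = full 14-3-3 plus peptide FRET controls and 100% = background without 14-3-3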
# Target sequence (P63103 whole entry, looked up): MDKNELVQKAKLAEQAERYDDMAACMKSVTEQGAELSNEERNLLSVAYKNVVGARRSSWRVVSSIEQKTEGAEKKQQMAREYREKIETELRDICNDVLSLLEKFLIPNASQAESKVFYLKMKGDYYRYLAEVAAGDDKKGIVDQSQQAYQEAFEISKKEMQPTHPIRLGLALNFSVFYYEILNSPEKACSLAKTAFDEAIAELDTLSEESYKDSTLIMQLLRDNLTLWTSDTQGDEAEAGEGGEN
# p47phox inh: p47phox (human) inhibition | P14598 | p47phox/p22phox peptide binding, fluorescence polarization, 2 h | inhibition, % at 24.7 µM | 220,000 compounds, 0.53% hits | AID 1274;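 further: 0% = p47phox with labelled peptide and 100% = labelled peptide alone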
# Target sequence (P14598 whole entry, looked up): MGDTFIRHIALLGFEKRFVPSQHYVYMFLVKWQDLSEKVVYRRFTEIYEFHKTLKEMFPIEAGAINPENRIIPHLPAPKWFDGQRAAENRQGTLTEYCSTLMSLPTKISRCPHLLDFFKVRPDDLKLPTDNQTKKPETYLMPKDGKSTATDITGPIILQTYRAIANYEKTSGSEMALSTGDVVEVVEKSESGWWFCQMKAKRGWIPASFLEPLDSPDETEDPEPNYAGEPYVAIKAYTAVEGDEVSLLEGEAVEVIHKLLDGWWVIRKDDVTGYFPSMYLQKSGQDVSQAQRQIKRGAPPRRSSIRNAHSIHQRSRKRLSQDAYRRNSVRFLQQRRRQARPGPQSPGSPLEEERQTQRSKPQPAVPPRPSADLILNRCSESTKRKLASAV
# Cl transport mod: KCC2 (human) Cl- transport modulation | B-score of Tl+ flux slope (higher = more flux/activation; lower = inhibition) at 10 µM | 190,000 compounds, 2.2% hits | KCC2 cells, thallium flux FluoZin-2 fluorescence | Q9H2X9 | AID 1456;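 active means thallium flux slope and its plate-corrected score both differing from the plate sample mean at a set confidence after two filtering rounds, in either direction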;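 further: slope of fluorescence scaled to starting intensity during 10 to 20 s after thallium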
# thrombin 1536: inhibitors of human thrombin; alpha-thrombin, Boc-VPR-AMC fluorogenic substrate cleavage; inhibition, % at 5 µM; 220,000 compounds, 0.26% hits; AID 1046;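 active means inhibition at or above 40%; inactive means inhibition below 40%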;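 further: 0% = enzyme with no compound and 100% = wells without enzyme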
#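 Material: human alpha-thrombin protein. Incubation: reaction at ambient temperature. Technique: fluorescence of released AMC, ex 355 nm, em 460 nm. Control set: no-compound enzyme wells and no-enzyme blanks. Also added: Boc-VPR-AMC substrate, 15 µM final. Buffer or medium: pH 7.5 Tris (50 mM) with NaCl 150 mM, Tween 20 0.05%.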
# Starred values were filed as active, the others as inactive; · = not tested or not shown; [ ] = another dose, or the depositor's remark.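 How the source made its calls, unless noted: active means inhibition above about 30% (limit read from the data); inactive means the rest.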
Furin inhibitor	KLK5 inh	EBV gp42 block	eIF4E 4G PPI	Rad51 HR inh	14-3-3 Bad inh	p47phox inh	Cl transport mod	thrombin 1536	canonical_smiles
-19	-12	-20	0	·	39[fluorescence artefact?]	0	-0.61	0	CCOC(=O)N1CCN(S(=O)(=O)c2ccc(C(=O)Nc3nc4c(s3)CC(C)CC4)cc2)CC1 (stereo not drawn)
2[20 µM]	1	3	4	5	-8	6	0.43	-2	CC1(C)CC(=O)C2=C(C1)N(Cc1ccc(F)cc1)C(=O)C2(NC(=O)c1cccnc1)C(F)(F)F (stereo not drawn)
-5	-4	20	-4	-3	-2	-11	-1.3	2	c1csc(C2CCCN2c2nc3nonc3nc2NC2CC2)n1 (stereo not drawn)
-17	5	-15	1	16	2	-12	1.3	2	O=C(COc1ccc(C2SCCS2)cc1)Nc1ccc(Cl)cc1
-12[20 µM]	-4	-6	-2	-3	-5	11	-0.049	-1	Cc1c(NC2=NC(C)(C)Cc3ccccc32)c(=O)n(-c2ccccc2)n1C
1	-7	-6	3[fluorescence artefact?]	·	-3	-27	0.58	-1	O=C(CSc1nc(O)cc(=O)n1-c1ccccc1)Nc1ccc2c3c(cccc13)CC2
-24[20 µM]	-2	-14	-1	-5	-1	-16	·	-1	COc1ccccc1OCCNC(=O)c1cccs1
-45	-23	2	-3	10	6	5	-0.079	-5	CC1CCN(C(c2cc3cc4c(cc3[nH]c2=O)OCO4)c2nnnn2CC2CCCO2)CC1 (stereo not drawn)
-10	-6	-6	1	-1	6[fluorescence artefact?]	50*	-0.27	-6	CC1CCCN(C2=C(NS(=O)(=O)c3ccc(Cl)cc3)C(=O)c3ccccc3C2=O)C1 (stereo not drawn)
25*[20 µM]	5	-15	-1	6	-6	-3	-0.0021	-15	CC1CCN(c2ccc(NC(=O)c3cccnc3)cc2)CC1
-9[20 µM]	-24	-13	-1	7	7	-12	0.7	-4	COc1ccc(CNC(=O)COC(=O)c2cccnc2Nc2cccc(C(F)(F)F)c2)cc1
-3	-11	8	-1	-8	0[fluorescence artefact?]	2	-2.3	0	CC1CCN(c2ccc(C(=O)NCc3ccco3)cc2[N+](=O)[O-])CC1
-21	-3	6	1	4	-2	3	0.21	-11	O=C(Nc1cnc2ccccc2c1)c1ccncc1
-29	-2	-7	-6	2	-1[fluorescence artefact?]	1	0.33	-5	COC(=O)c1sccc1NC(=O)c1c(C)cc(=O)oc1C
-17[20 µM]	-7	0	-8[fluorescence artefact?]	-3	-9	10	0.76	-3	CCOCCCNC(=O)c1ccc(CS(=O)(=O)Cc2ccccc2F)o1
-26	-24	2	0	5	-24	-11	-0.22	-2	CCc1ccccc1NC(=O)c1cc(-c2ccc(F)cc2)on1
9	3	-12	7	-9	2	1	0.14	-1	CN(C)/C=C1/C(=O)N(c2ccc([N+](=O)[O-])cc2)N=C1c1ccccc1
-5	-1	-5	-4	11	-17	-3	-0.93	-6	COc1ccccc1N1CCN(C(=O)c2c(C)noc2C)CC1
-19	-6	10	-5	-3	8[fluorescence artefact?]	20	0.31	-4	Cc1cc2c(=O)[nH]c(Cc3ccccc3)nc2s1
-18	5	9	3	-6	-3	29	-1	3	O=[N+]([O-])c1cc([N+](=O)[O-])c2c(=Nc3ccccc3)n(-c3ccccc3)n(O)c2c1
-8[20 µM]	-11	-8	4	1	-16	-13	0.13	2	COc1ccc(CCNc2ccc(C)cc2)cc1
-18	·	-1	5	·	-1	-3	-0.19	-1	O=[N+]([O-])c1ccc(-n2nnnc2CN2CCOCC2)cc1
-12	-5	-9	2	-8	13	-6	-2.1	5	CCSc1ccc2nnc(-c3cccs3)n2n1
-47	-17	3	5	7	-1	1	1.2	-4	COc1ccc(-c2nc(C#N)c(NC(C)C)o2)cc1
-6[20 µM]	-8	-15	1	5	-2	-10	0.77	0	COC(=O)c1oc2ccc(Cl)cc2c1NC(C)=O
-25	-1	-9	-3	37	-12	-3	-0.18	1	CCOc1cc(/C=N\NC(=O)Cn2nnc3ccccc32)ccc1O
-19	-3	-5	2	11	-6	-17	-0.18	-2	O=C(Nc1ccc(F)c(Cl)c1)Nc1csc2ccccc12
-20	-12	-12	12	2	7	-10	0.38	1	COc1ccc(-c2nnc(SCC(=O)c3cccs3)o2)c(OC)c1
-10	-25	2	-7[fluorescence artefact?]	·	28	-16	1.2	-6	CCOc1ccccc1NC(=O)Cn1nnc(C(=O)Nc2ccccc2Cl)c1N
-10	2	-15	-8	-1	-5	0	-0.25	2	Cc1ccc2c(c1C)NC(=O)CC(c1ccccc1O)=N2
-23	0	-18	-4	2	-6	-1	-0.57	-4	COc1ccc(CN2CN(C3CCCC3)CSC2=S)cc1
-13	-10	-17	-20	·	-9	-1	·	-7	CCCCCCn1c(SCC(=O)Nc2cc(C)on2)nc2ccccc2c1=O
-13[20 µM]	-3	-2	-2	-1	-3	-17	1.3	2	CCOc1cc(NS(=O)(=O)c2ccc(OC)cc2)c(OCC)cc1NC(=O)c1ccco1
-10	-4	-11	10	-1	4	-15	0.27	-8	COc1cc([N+](=O)[O-])ccc1NC(=O)C[n+]1cccc(C(C)=O)c1
-23	-5	-7	2	27	-14	-2	-0.62	2	Cc1cccc(NC(=O)CSc2nc3c([nH]c4ccccc43)c(=O)n2C)c1
3	-13	2	-4	-11	-3	-3	-0.73	-1	O=C(Nc1ccc(N2CCOCC2)c([N+](=O)[O-])c1)c1ccco1
-1	16	10	-7	7	50	4	-2.2	1	CCOc1cccc(-c2nnc3n2N=C(c2cc(OC)ccc2OC)CS3)c1
-22	-12	-11	1	-2	-7	-10	-0.11	-2	CCOC(=O)C1CCCN(c2c(NCCN3CCCCC3C)c(=O)c2=O)C1 (stereo not drawn)
-14	-11	-13	3	·	-10	-17	0.13	-1	C=CCc1cccc([C@@H]2[C@@H](C)CC[C@H]3C(=O)N4[C@@H](c5cc(OC)c(OC)c(OC)c5)c5[nH]c6ccccc6c5C[C@H]4C(=O)N23)c1
-5	5	-9	13	1	-11	-4	-0.52	0	O=C(c1nc(-c2ccccc2)n(-c2ccccc2)n1)N1CCN(S(=O)(=O)c2ccccc2)CC1
-7	-9	6	3	·	-2	0	-0.023	-2	COC(=O)C1=C(C)N(Cc2ccco2)C(=O)N[C@@H]1c1cccc(C(F)(F)F)c1
-15	-1	4	2	-6	-2	-2	-0.39	-2	O=C(O)C1CCC(NSc2ccccc2[N+](=O)[O-])CC1 (stereo not drawn)
-35	19	-13	3	·	-7	-2	-1.1	32	CCc1ccc(-c2cc(C(=O)NCCCn3ccnc3)c3ccccc3n2)s1
-19	-9	3	-1	6	-2	-12	-2.3	2	CCCCOc1ccc(C(=O)N/C(=C/C=C/c2ccccc2)C(=O)NC)cc1
-5	-1	-29	-2[fluorescence artefact?]	-2	4	6	-0.14	1	CCOc1ccc(NC(=O)CCC(=O)N/N=C/c2ccc([N+](=O)[O-])s2)cc1
-24[20 µM]	2	-6	4	8	1	-1	-0.92	-2	Cc1cccc(C)c1NC(=O)C(c1ccc(Cl)cc1Cl)N1CCCCC1 (stereo not drawn)
-3	-22	-9	-1	1	16	-2	0.52	-1	Cc1ccc(-c2nc3ncccn3c2Nc2ccccc2C)o1
-9	1	-24	1	-2	-4	7	-0.17	-3	Cc1ccc2occ(C(c3nnnn3Cc3ccccc3)N3CCOCC3)c(=O)c2c1 (stereo not drawn)
-16	-2	-2	1	1	-6	-6	-0.79	-2	Cc1ccc(Cn2ccc(C3CC3)n2)cc1
-15	1	-21	0	-1	-19	-4	0.25	2	CN(C)/C=C/C(=O)c1cc(N2CCOCC2)ccc1[N+](=O)[O-]
-17[20 µM]	5	-16	-6	-11	11	-10	0.4	2	COc1ccc(C(=S)N2CCCCCC2)cc1
3[20 µM]	11	-23	1	6	4[fluorescence artefact?]	11	-0.42	4	COc1ccc(N=CC2=C(O)c3ccccc3C2=O)c(OC)c1
-13	2	-7	4	·	72*	-14	-0.76	-2	CCCCOc1nc2ccccc2nc1C(C#N)S(=O)(=O)c1ccccc1 (stereo not drawn)
6	-12	-2	1	-19	-8	-7	0.31	-6	O=C(CSc1nnc2ccc(-c3ccccn3)nn12)NCC1CCCO1 (stereo not drawn)
-23	4	-21	-1	-16	5	-12	·	4	COC(=O)Cc1[nH]nc2c1C(c1cc(OC)c(OC)c(OC)c1)C(C#N)=C(N)O2 (stereo not drawn)
-10	-31	-18	8	-8	-4	-10	·	-4	N#Cc1c2c(c(NCc3ccco3)n3c1nc1ccccc13)CCC2
-17	-5	-6	-1	2	-8	11	-0.46	1	Cc1ccc(OCC(=O)Nc2ccc(N3CCN(C(=O)c4ccco4)CC3)cc2)cc1C
5	22	-11	6	-4	4	-9	0.86	25	COc1ccc(CC(=O)OC2CCCN(C)C2)cc1 (stereo not drawn)
-14	10	-1	2	-2	4	14	·	18	Cc1[nH]c2ccccc2c1C(c1ccccn1)N1CCC(C(N)=O)CC1 (stereo not drawn)
-16	5	-2	-3	-1	-13	-10	-3	4	COc1ccc(C(=O)/C=C2\Sc3ccccc3N2C)cc1

# Filtered by structure: the compounds so far with a CF3 group
Furin inhibitor	KLK5 inh	EBV gp42 block	eIF4E 4G PPI	Rad51 HR inh	14-3-3 Bad inh	p47phox inh	Cl transport mod	thrombin 1536	canonical_smiles
2[20 µM]	1	3	4	5	-8	6	0.43	-2	CC1(C)CC(=O)C2=C(C1)N(Cc1ccc(F)cc1)C(=O)C2(NC(=O)c1cccnc1)C(F)(F)F (stereo not drawn)
-9[20 µM]	-24	-13	-1	7	7	-12	0.7	-4	COc1ccc(CNC(=O)COC(=O)c2cccnc2Nc2cccc(C(F)(F)F)c2)cc1
-7	-9	6	3	·	-2	0	-0.023	-2	COC(=O)C1=C(C)N(Cc2ccco2)C(=O)N[C@@H]1c1cccc(C(F)(F)F)c1

# The list goes on.
Furin inhibitor	KLK5 inh	EBV gp42 block	eIF4E 4G PPI	Rad51 HR inh	14-3-3 Bad inh	p47phox inh	Cl transport mod	thrombin 1536	canonical_smiles
-7[20 µM]	12	-4	1[fluorescence artefact?]	5	6[fluorescence artefact?]	-7	·	4	C=CCc1c(C)nc(C)nc1N/N=C/c1ccc(F)cc1
-20	-4	-132	0	2	-2	-5	80*	-4	O=C(N/N=C/c1ccc(-c2ccccc2)o1)c1ccccc1O
-20[20 µM]	11	-3	7	-10	-5	-24	2.4	0	O=c1c2c(-c3cccs3)csc2[nH]c(=S)n1-c1ccccc1
-6	18	-3	2	7	-4	-5	-1.1	-11	O=C(COc1ccccc1)NC1CCCc2ccccc21 (stereo not drawn)
-148[20 µM]	-176	3	-3	3	-17	-7	-0.3	-5	C=CCNc1oc(-c2cccs2)nc1C#N
2[20 µM]	0	-10	7	-4	-10	-13	-0.97	-1	Cc1ccc(NCC(=O)N/N=C\c2ccc([N+](=O)[O-])o2)cc1
-13[20 µM]	-3	-2	-1[fluorescence artefact?]	-8	7[fluorescence artefact?]	-6	-0.44	0	CC1=NN(/C(=N\c2nnc(C)s2)Nc2ccccc2)[C@H](c2cccc3ccccc23)S1
-5	40	-4	4	1	3	0	-0.63	-6	O=[N+]([O-])c1cccc(-c2ccn[nH]2)c1
-27	2	-16	0	-16	-9	-3	-0.04	-8	Cc1ncc(C[n+]2csc(C)c2C)c(N)n1
-3	-9	2	0	3	-10	-3	-0.11	-11	COc1ccccc1N(C)S(=O)(=O)c1ccc(C(=O)OCC(=O)N(C(C)C)C(C)C)cc1
